HePTP inhibitor: blocks human HePTP tyrosine phosphatase; inhibition, % at 20 µM; actives 0.64% (n = 110,000); recombinant HePTP phosphatase activity, OD absorbance; AID 521; P35236; in the data active = inhibition above about 50%;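 also: plate controls were vehicle for no effect and reference inhibitor for full effect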
Target sequence (P35236 whole entry, looked up): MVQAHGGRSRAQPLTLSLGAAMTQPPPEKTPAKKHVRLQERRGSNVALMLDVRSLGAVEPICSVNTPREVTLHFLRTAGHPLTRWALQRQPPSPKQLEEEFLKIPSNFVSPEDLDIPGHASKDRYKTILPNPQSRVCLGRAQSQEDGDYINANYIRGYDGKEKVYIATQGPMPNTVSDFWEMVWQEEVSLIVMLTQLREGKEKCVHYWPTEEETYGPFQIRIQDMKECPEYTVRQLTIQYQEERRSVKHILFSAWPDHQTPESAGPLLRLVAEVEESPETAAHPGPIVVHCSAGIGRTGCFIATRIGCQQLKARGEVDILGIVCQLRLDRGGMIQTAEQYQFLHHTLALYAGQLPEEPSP
BAP1 inh: inhibitors of human BAP1 deubiquitinase; actives 0.48% (n = 72,000); AID 436; activity remaining (% of control), % at 20 µM; Q92560; recombinant BAP1, Ub-AMC hydrolysis fluorescence kinetic; active compounds read low;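 active = activity remaining at or below 50% of control, provided the compound also passes the data quality filters; inactive = the rest, including low values that fail the filters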;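 also: 100% = DMSO wells rate and 0% = substrate alone blank rate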
Target sequence (Q92560 whole entry, looked up): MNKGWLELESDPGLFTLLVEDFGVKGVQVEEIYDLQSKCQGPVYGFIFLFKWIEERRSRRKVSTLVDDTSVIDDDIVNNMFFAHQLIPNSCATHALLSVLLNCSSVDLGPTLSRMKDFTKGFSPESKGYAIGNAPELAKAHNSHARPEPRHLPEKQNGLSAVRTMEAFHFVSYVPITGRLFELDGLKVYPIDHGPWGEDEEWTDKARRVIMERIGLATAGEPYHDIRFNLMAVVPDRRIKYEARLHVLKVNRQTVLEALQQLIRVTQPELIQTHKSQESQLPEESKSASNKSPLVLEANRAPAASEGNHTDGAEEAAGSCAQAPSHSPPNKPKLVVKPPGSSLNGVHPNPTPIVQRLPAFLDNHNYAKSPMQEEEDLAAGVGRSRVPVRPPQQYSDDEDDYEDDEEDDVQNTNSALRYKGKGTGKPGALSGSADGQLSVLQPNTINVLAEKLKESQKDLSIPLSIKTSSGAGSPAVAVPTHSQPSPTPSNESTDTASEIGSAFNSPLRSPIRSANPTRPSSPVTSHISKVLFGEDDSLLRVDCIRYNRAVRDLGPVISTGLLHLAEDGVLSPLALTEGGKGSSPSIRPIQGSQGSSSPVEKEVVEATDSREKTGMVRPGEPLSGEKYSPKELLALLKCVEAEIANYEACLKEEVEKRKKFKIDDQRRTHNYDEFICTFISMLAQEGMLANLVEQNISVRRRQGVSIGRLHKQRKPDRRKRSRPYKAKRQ
Starred values were filed as active, the others as inactive; x = no result given; & = joins results of further samples. This is a random part of the collection; 0.83% or so of the library scored in one or more.

The opening two records, ahead of the listing:
HePTP inhibitor,BAP1 inh,compound
8,105,COCCN(C(=O)CNC(=O)c1ccco1)C(C(=O)NC1CCCCC1)c1cccc(OC)c1 (stereo not drawn)
-5&6,97,CCOC(=O)C1CCN(C(=O)Nc2ccc(Cl)cc2)CC1

The whole of this part, from the first entry:
HePTP inhibitor,BAP1 inh,compound
8,105,COCCN(C(=O)CNC(=O)c1ccco1)C(C(=O)NC1CCCCC1)c1cccc(OC)c1 (stereo not drawn)
-5&6,97,CCOC(=O)C1CCN(C(=O)Nc2ccc(Cl)cc2)CC1
4,83,O=C(NCCN1CCN(Cc2ccccc2)CC1)C1c2ccccc2C(=O)N2CCc3ccccc3C12 (stereo not drawn)
2,x,COc1ccccc1/C=C1\C=C(c2ccc(Cl)cc2)OC1=O
1,x,O=C1CC(c2ccccc2)CC2=C1C(c1cccnc1)N(C(=O)c1ccccc1)c1ccccc1N2 (stereo not drawn)
-1,96,COC(=O)c1ccc(CSc2nc3ccccc3o2)cc1
1,x,O=C1CCCN1CCCn1cnc2c([nH]c3ccc(F)cc32)c1=O
-4,100,CCn1ccc(=N)cc1
-11,125,CCc1cc2c(=O)n(-c3ccccc3)cnc2s1
71*,x,O=C1C=CC(=O)c2c1c(-c1ccccc1)nn2-c1ccccc1
2&3,x,CCOC(=O)c1c(N2C(=O)C3C4C=CC(O4)C3C2=O)sc2c1CCCC2 (stereo not drawn)
-5,x,O=C(Nn1c(O)c(/C=C2\C=Nc3ccccc32)sc1=S)c1cccc(O)c1
7,89,Cc1ccc2c(c1)N(CC(=O)N1CCCc3ccccc31)C(=O)CO2
-4,x,COc1cc(S(=O)(=O)N2CCOCC2)c(OC)cc1Cl
x,98,O=C1NC(O)=NC1(c1ccccc1)c1ccccc1
14,104,CCOC(=O)C1CCCN(C/C(O)=C(\C#N)c2nc(-c3ccc(Cl)cc3)cs2)C1 (stereo not drawn)
2,81,CC(C)(C)n1nnnc1C(c1cccs1)N(Cc1cccnc1)CC1CCCO1 (stereo not drawn)
3,99,Cc1ccc2c(c1)N(CCCC(=O)NCC1COc3ccccc3O1)C(=O)CO2 (stereo not drawn)
2,95,CCOC(=O)C1CCCN(Cc2cc(Br)ccc2OC)C1 (stereo not drawn)
2,98,CC(=O)c1cccc(NC(=O)Oc2ccccc2)c1
7,108,Cn1c(=O)cc(SCC(=O)N2CCN(Cc3ccc4c(c3)OCO4)CC2)c2ccccc21
4,131,CC(=O)c1cccc(NC(=O)C2CCCN(S(=O)(=O)c3ccc(F)cc3)C2)c1 (stereo not drawn)
8,x,O=C(Nc1c[nH]c(=O)[nH]c1=O)c1ccc(-c2ccccc2)cc1
0,41*,COc1ccccc1CN(Cc1cc2c(C)ccc(C)c2[nH]c1=O)Cc1nnnn1Cc1ccco1
8,101,CCCC1(C(=O)O)NC(c2ccccc2O)C2C(=O)N(c3cccc(Cl)c3)C(=O)C21 (stereo not drawn)

Next section
HePTP inhibitor,BAP1 inh,compound
6,87,COCCN(C(=O)CNC(=O)c1cccs1)C(C(=O)NC1CCCCC1)c1ccco1 (stereo not drawn)
2,97,Cc1cc(NS(=O)(=O)c2ccc(NC(=O)CCCC(=O)O)cc2)nc(C)n1
8&-1,97,COc1ccc(C(NC(C)=O)c2ccc3cccnc3c2O)c(OC)c1 (stereo not drawn)
10,110,COc1ccc(N2CCN(CCNC(=O)CCCn3c(=O)[nH]c4cc(Cl)ccc4c3=O)CC2)cc1
-6,x,N#Cc1c(-c2cccc(Br)c2)c(C#N)c2nc3ccccc3n2c1N
3,68,CCOC(=O)CSc1cc(C)nc(N)n1
-5,93,CC1CCCCN1C(=O)c1ccc(C(=O)N2CCCCC2C)cc1 (stereo not drawn)
8,128,O=C1CCC(Cc2ccccc2)N1 (stereo not drawn)
7,92,CCCc1cc(C(=O)NCC(C)C)no1
2,101,COc1ccc(OC)c(S(=O)(=O)N2CCN(C34CC5CC(CC(C5)C3)C4)CC2)c1
2,82,CCOC(=O)c1c(C)[nH]c(/C(C)=N/O)c1C
3,92,O=[n+]1c2c(n([O-])c3cc(F)ccc31)CCCC2
2,x,N#CC1=C(N)C(C#N)(C#N)C(c2ccco2)C2CCCC=C12 (stereo not drawn)
0,91,Cn1c(=O)[nH]c(=O)c2[nH]c(N(Cc3ccccc3)Cc3ccccc3)nc21
4,x,Cn1c(C(=O)NCCC2=CCCCC2)cc2c(=O)n3ccccc3nc21
-8,x,Cc1ccc(C=Nc2cc(C)on2)c(O)c1
5,166,Cc1c(C)c2ccc(OC3CCCCC3=O)cc2oc1=O (stereo not drawn)
6,105,CS(=O)(=O)Nc1ccc(C(=O)NCCSCc2ccco2)cc1
4,74,Cc1cccc(N2C(=O)CC(N(C(=O)c3ccco3)c3cccc(C)c3)C2=O)c1 (stereo not drawn)
10,94,CCN(CC)S(=O)(=O)c1ccc2[nH]c(=O)[nH]c2c1
1,90,Cc1noc(C)c1S(=O)(=O)N1CCCC(C(=O)Nc2ccc(Cl)cn2)C1 (stereo not drawn)
2,131,CO[C@H]1C[C@@H]2CC[C@@H](C)[C@@](O)(O2)C(=O)C(=O)N2CCCC[C@H]2C(=O)O[C@H]([C@H](C)C[C@@H]2CC[C@@H](O)[C@H](OC)C2)CC(=O)[C@H](C)C=C(C)[C@@H](O)[C@@H](OC)C(=O)[C@H](C)C[C@H](C)C=CC=CC=C1C
9,117,CC1(C)CC(NC(=O)C(F)(F)F)CC(C)(C)N1OC(=O)c1ccco1
5,x,CCN(CC)c1ccc(NS(=O)(=O)c2ccc(NC(C)=O)cc2)cc1
72*,x,COC(=O)c1ccccc1NC(=O)c1ccc(Cl)cc1

Part of the list above, set out differently.
canonical_smiles	HePTP inhibitor	BAP1 inh
CC1CCCCN1C(=O)c1ccc(C(=O)N2CCCCC2C)cc1 (stereo not drawn)	-5	93
O=C1CCC(Cc2ccccc2)N1 (stereo not drawn)	8	128
CCCc1cc(C(=O)NCC(C)C)no1	7	92
COc1ccc(OC)c(S(=O)(=O)N2CCN(C34CC5CC(CC(C5)C3)C4)CC2)c1	2	101
CCOC(=O)c1c(C)[nH]c(/C(C)=N/O)c1C	2	82
O=[n+]1c2c(n([O-])c3cc(F)ccc31)CCCC2	3	92
N#CC1=C(N)C(C#N)(C#N)C(c2ccco2)C2CCCC=C12 (stereo not drawn)	2	x
Cn1c(=O)[nH]c(=O)c2[nH]c(N(Cc3ccccc3)Cc3ccccc3)nc21	0	91
Cn1c(C(=O)NCCC2=CCCCC2)cc2c(=O)n3ccccc3nc21	4	x
Cc1ccc(C=Nc2cc(C)on2)c(O)c1	-8	x
Cc1c(C)c2ccc(OC3CCCCC3=O)cc2oc1=O (stereo not drawn)	5	166
CS(=O)(=O)Nc1ccc(C(=O)NCCSCc2ccco2)cc1	6	105
Cc1cccc(N2C(=O)CC(N(C(=O)c3ccco3)c3cccc(C)c3)C2=O)c1 (stereo not drawn)	4	74
CCN(CC)S(=O)(=O)c1ccc2[nH]c(=O)[nH]c2c1	10	94
Cc1noc(C)c1S(=O)(=O)N1CCCC(C(=O)Nc2ccc(Cl)cn2)C1 (stereo not drawn)	1	90
CO[C@H]1C[C@@H]2CC[C@@H](C)[C@@](O)(O2)C(=O)C(=O)N2CCCC[C@H]2C(=O)O[C@H]([C@H](C)C[C@@H]2CC[C@@H](O)[C@H](OC)C2)CC(=O)[C@H](C)C=C(C)[C@@H](O)[C@@H](OC)C(=O)[C@H](C)C[C@H](C)C=CC=CC=C1C	2	131
CC1(C)CC(NC(=O)C(F)(F)F)CC(C)(C)N1OC(=O)c1ccco1	9	117
CCN(CC)c1ccc(NS(=O)(=O)c2ccc(NC(C)=O)cc2)cc1	5	x
COC(=O)c1ccccc1NC(=O)c1ccc(Cl)cc1	72*	x

Later entries.
HePTP inhibitor,BAP1 inh,compound
-9,164,CCOc1ccccc1N1CC(C(=O)Nc2ccc(C(=O)O)cc2)CC1=O (stereo not drawn)
-2,102,O=S(=O)(N1CCCCC1)n1c(Cc2ccccc2)nc2ccccc21
7,x,CCCCNC(=O)/C(=C/c1ccccc1)NC(=O)c1ccc(OC)cc1
-2,x,Cc1ccc(OCCn2c(=O)cnc3ccccc32)cc1
5,x,Cc1cc(C)cc(NC(=O)c2ccc(C)c([N+](=O)[O-])c2)c1
3,82,COc1ccc(Br)cc1C1NC(=O)c2c(sc3c2CCN(C)C3)N1 (stereo not drawn)
-6,106,C=CCN1C(=O)C(O)(CC(=O)c2ccccc2)c2ccccc21 (stereo not drawn)
12,x,O=C1c2ccccc2C(=O)N1c1ccc2c(c1)C(=O)N(c1ccccc1)C2=O
7,x,COc1ccc(-c2nc(C#N)c(NCc3ccc(F)cc3)o2)cc1OC
3,x,O=C(O)/C(=C\c1ccccc1)NC(=O)c1ccccc1I
5,x,CCOC(=O)c1c(NC(=O)COc2ccccc2)sc(C(=O)Nc2ccccc2F)c1C
3,86,CCOC(=O)c1cccc(NC(=O)C2CCCN2S(=O)(=O)c2cccc3cccnc23)c1 (stereo not drawn)
3,70,O=S(=O)(c1ccc(Cl)cc1)N1CCSC1c1ccco1 (stereo not drawn)
-3,x,COc1ccc(-c2cn3cc(Cl)ccc3n2)cc1Br
4,x,Fc1ccc(NC(=S)Nc2ccc(I)cc2)cc1
6,55,O=C(COC(=O)CN1C(=O)c2ccccc2C1=O)Nc1ncc(Cl)cc1Cl
-16,x,CC(=O)c1cc(C#N)c(SCC(=O)c2ccc(O)c(O)c2)nc1C
10,x,CCOc1ccc(NC(=O)Cc2ccc(Br)cc2)cc1
x,62,Cc1nc(-c2ccc(NS(=O)(=O)c3cc([N+](=O)[O-])ccc3C)cc2)cs1
1,x,CN1CCN(Cc2c(O)ccc3cc(-c4nc5ccccc5[nH]4)c(=O)oc23)CC1
x,91,Cc1cc(Nc2ccc(Cl)cc2)c2ccc3ccccc3c2n1
4,x,NC(=O)c1ccccc1NC(=O)/C(=C/c1ccccc1)c1ccccc1
11,108,CC(C)(C)NC(=O)C(c1ccco1)N(C(=O)c1csnn1)c1ccccc1 (stereo not drawn)
7,x,O=C(Nc1cc(C(F)(F)F)ccc1Cl)c1ccc(Cl)cc1Cl
58*,x,Cc1ccc(S(=O)(=O)NCc2nnc(NC(=O)c3ccc(Br)cc3)s2)cc1

The listing continues:
HePTP inhibitor,BAP1 inh,compound
-2,100,CCOc1ccc(C(=O)NC2CCN(S(=O)(=O)CC)CC2)cc1
0,x,C=COCCNC(=O)C(=O)Nc1ccccc1
6,x,N#Cc1c(-c2ccccc2)cc(-c2ccc(Br)cc2)nc1N
0,108,COc1ccc(C(=O)Nc2cccc(C)c2)cc1S(=O)(=O)N1CCOCC1
-16,x,COc1ccc(N2C(=O)c3ccc(-c4nc5ccccc5c(=O)o4)cc3C2=O)cc1OC(C)=O
x,328,COc1ccc(CC(=O)Nc2ccc(-c3nnc(-c4ccc(C)cc4)o3)cc2)cc1
10,81,c1ccc(Cn2nnnc2CN2CCCC2)cc1
4,84,Cc1ccc(OCCNS(=O)(=O)c2cccs2)cc1
6,x,COc1ccc(C2CC(=O)C3=C(C2)Nc2ccccc2NC3c2ccc(SC)cc2)cc1 (stereo not drawn)
3,106,COc1nc(N(C)S(=O)(=O)c2ccc(C)cc2)nc(C)c1Cl
-1,x,O=C(NCc1ccc(Cl)c(Cl)c1)c1ccc(Br)cc1
104*,x,O=[N+]([O-])c1cc(C(F)(F)F)ccc1NCCNC(=S)Nc1ccc(Cl)cc1
-9,x,COc1ccccc1N1CCN(C(=S)Nc2ccccc2)CC1
4,x,CCN(CC)CCNc1c(N)c(=O)oc2ccccc12
7,95,Cc1ccccc1NC(=O)C1CCCN(S(=O)(=O)c2cccc3cccnc23)C1 (stereo not drawn)
5,87,Cc1nn(-c2ccccc2)c(C)c1NS(=O)(=O)c1ccccc1
-5,101,COc1ccccc1-n1c(-c2cccnc2)n[nH]c1=S
-4,89,COCCCn1c(SCC(=O)Nc2ccc(C(=O)OC)cc2)nc2ccccc2c1=O
5,62,COC(=O)c1c(NC(=O)C2CCC2)sc(C(=O)N(C)C)c1C
3,101,CCCCCn1c(NCc2ccco2)nc2ccccc21
10,90,CCN(CC)C(=O)CSc1nc2ccccc2c(=O)[nH]1
4,125,CN(Cc1cccs1)C(=O)CCc1ccc(S(=O)(=O)N2CCOCC2)cc1
-10,x,CC(=O)c1ccc(N2C(=O)CC(N3CCN(c4ccccn4)CC3)C2=O)cc1 (stereo not drawn)
4,x,COc1ccc2nc(CC(C)(C)CC(=O)O)c[n+]([O-])c2c1
71*,x,O=C(c1ccc(-c2ccccc2)cc1)N1CCN(C2CC3CCC2C3)CC1 (stereo not drawn)

Further entries
HePTP inhibitor,BAP1 inh,compound
x,57,COc1cccc2cc(C(=O)Nc3ccc(F)cc3)c(=Nc3sc4c(c3C#N)CCCC4)oc12
-8,x,C/C(=N\NC(=O)c1cc(C)[nH]n1)c1ccc(N)cc1
7,x,Cc1cc(C)cc(CC2CC(=O)N(c3ccc(Br)cc3)C2=O)c1 (stereo not drawn)
6&-14,x,Cc1c(C(=O)Nc2ccc3oc(-c4cccnc4)nc3c2)oc2ccccc12
4,51,COc1ccc(Cl)cc1NC(=O)CSc1nc(N2CCCCC2)nc(N2CCCCC2)n1
9,x,CN1CCN(C(=O)c2c(NC(=O)c3ccco3)sc3c2CCC(C(C)(C)C)C3)CC1 (stereo not drawn)
5,103,COC(=O)C1=C(C)NC(=O)CC1c1cccc(Cl)c1Cl (stereo not drawn)
-7,x,COc1cc(/C=C2\SC(=S)N(c3ccc([N+](=O)[O-])cc3)C2=O)ccc1OC(=O)C12CC3CC(CC(C3)C1)C2
4,114,Cc1cc(=O)[nH]c(SCC2(O)C3CC4CC(C3)CC2C4)n1 (stereo not drawn)
11,88,CCC(C)NC(=O)c1cn(CC)c2ccc(S(=O)(=O)N(C)C)cc2c1=O (stereo not drawn)
3,131,CC12CN3CC(=O)N4CC5(C)CN(CC(C)(C4)C5=O)C(=O)CN(C1)CC(C)(C3)C2=O
8,x,O=C(NCCc1ccc(F)cc1)C(=O)NC1CC1
10,93,Nc1nnc(SCCOc2ccccc2)s1
15,83,CCN(CCCCN1C(=O)c2ccccc2C1=O)c1ccc2c(c1)C(=O)N(C)C2=O

Bioassay records deposited in PubChem by several laboratories.
